# mut p53 react = re-activators of the mutant p53 pathway. SW480 PUMA-promoter luciferase, p53 mutant reactivation. activation, % at 9.98 µM. actives 1.5% (n = 28,000). AID 624151; in the data active means activation above about 52%
# STK33 kin inh = blocks human STK33 kinase activity. Q9BYT3. ADP-Glo luminescence, MBP substrate. inhibition, % at 12.5 µM. actives 0.44% (n = 27,000); in the data active means inhibition above about 20%
# Target sequence (Q9BYT3 whole entry, looked up): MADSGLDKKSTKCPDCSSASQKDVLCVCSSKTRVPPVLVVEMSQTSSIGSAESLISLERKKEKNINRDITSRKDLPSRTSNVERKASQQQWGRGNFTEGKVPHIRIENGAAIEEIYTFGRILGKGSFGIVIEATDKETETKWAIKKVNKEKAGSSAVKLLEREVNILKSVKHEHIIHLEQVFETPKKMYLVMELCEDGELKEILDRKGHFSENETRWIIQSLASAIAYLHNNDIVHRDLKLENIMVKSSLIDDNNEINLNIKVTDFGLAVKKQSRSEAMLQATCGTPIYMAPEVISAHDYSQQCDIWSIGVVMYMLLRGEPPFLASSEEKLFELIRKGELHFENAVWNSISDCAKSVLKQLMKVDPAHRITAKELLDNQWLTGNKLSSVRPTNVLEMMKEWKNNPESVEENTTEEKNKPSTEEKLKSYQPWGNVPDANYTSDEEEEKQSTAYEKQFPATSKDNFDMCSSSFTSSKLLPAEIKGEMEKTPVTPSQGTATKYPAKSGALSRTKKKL
# Starred values were filed as active, the others as inactive; . = not tested or not shown. A portion of the library; count on the stated rates, not on these rows.
SMILES,mut p53 react,STK33 kin inh
COc1ccc(CN(C)C[C@@H]2Oc3ccc(NS(=O)(=O)c4ccc(Cl)cc4)cc3CC(=O)N([C@H](C)CO)C[C@@H]2C)cc1,-1,4
Cc1ccc(S(=O)(=O)N(C)C[C@@H]2Oc3ncc(C#Cc4ccc(F)cc4)cc3C(=O)N([C@H](C)CO)C[C@@H]2C)cc1,.,9
Cc1cc(Br)ccc1NC(=O)Cn1ccc([N+](=O)[O-])n1,1,-1
C[C@@H]1CN([C@H](C)CO)C(=O)c2cccc(NS(C)(=O)=O)c2O[C@H]1CN(C)Cc1ccccc1,2,.
CCCCc1nc(Cl)c(CO)n1Cc1ccc(-c2ccccc2-c2nn[nH]n2)cc1,.,3
O=C(NCCCN1CCCC1=O)c1cc(-c2ccncc2)nc2ccc(Br)cc12,-14,-3
c1ccc(CCn2c3ccccc3c3nnc(SCc4ccc5nonc5c4)nc32)cc1,61*,2
CNC[C@H]1Oc2ccc(N)cc2C(=O)N([C@H](C)CO)C[C@@H]1C,14,.
Cc1noc(C)c1NC(=O)Nc1ccc2c(c1)CC(=O)N([C@@H](C)CO)C[C@H](C)[C@H](CN(C)Cc1ccc(C(=O)O)cc1)O2,.,-3
Cc1cc(Cl)c(S(=O)(=O)Nc2ccc(I)cc2)cc1OCC(N)=O,-14,2
COc1ccc(S(=O)(=O)N(C)C[C@H]2Oc3c(NC(=O)Nc4cccc5ccccc45)cccc3C(=O)N([C@@H](C)CO)C[C@@H]2C)cc1,0,.
CCCCc1nc2ccn(CC(=O)N(C)C)c(=O)c2n1Cc1ccc(-c2ccccc2-c2nn[nH]n2)cc1,-16,.
N#CCCN(Cc1ccco1)C(=S)Nc1ccccc1,-4,-3
COc1ccc(S(=O)(=O)N(C)C[C@H]2Oc3ccc(NS(=O)(=O)c4ccc(C)cc4)cc3CC(=O)N([C@H](C)CO)C[C@H]2C)cc1,.,1
COc1ccccc1/C=C/C(=O)N1CCCC(c2ccccc2)C1 (centres undefined),101*,.
C[C@@H]1CN([C@H](C)CO)C(=O)Cc2cc(NC(=O)c3ccncc3)ccc2O[C@@H]1CN(C)S(C)(=O)=O,.,1
Cc1ccc(S(=O)(=O)N(C)C[C@H]2Oc3c(NC(=O)Nc4ccc(F)cc4)cccc3C(=O)N([C@@H](C)CO)C[C@@H]2C)cc1,-15,.
COc1ccc(NC(=O)C(C)N(c2ccc(C)c(C)c2)S(C)(=O)=O)cc1 (centres undefined),7,-1
C[C@@H]1CN([C@H](C)CO)S(=O)(=O)c2ccc(-c3ccncc3)cc2O[C@H]1CN(C)C(=O)CN(C)C,2,.
C[C@@H]1CN([C@@H](C)CO)C(=O)c2cc(NC(=O)Nc3cccc4ccccc34)ccc2O[C@@H]1CN(C)C(=O)Nc1ccc(F)cc1,.,2
CNC[C@@H]1Oc2ccc(NS(=O)(=O)c3ccc(C)cc3)cc2C(=O)N([C@H](C)CO)C[C@H]1C,.,1
C[C@@H]1CCCCO[C@@H](CN(C)S(C)(=O)=O)[C@@H](C)CN([C@H](C)CO)C(=O)c2cc(NC(=O)Nc3cccc4ccccc34)ccc2O1,.,1
CC(C)NC(=O)Nc1cccc2c1O[C@@H](CN(C)Cc1ccc(Cl)c(Cl)c1)[C@@H](C)CN([C@H](C)CO)C2=O,-9,.
C[C@@H]1CN([C@@H](C)CO)C(=O)CCCn2nncc2CO[C@@H]1CN(C)Cc1ccc(O)cc1,.,0
C[C@@H]1CN([C@H](C)CO)C(=O)Cc2cc(NC(=O)C3CC3)ccc2O[C@@H]1CN(C)C(=O)Nc1ccccc1,4,-3
C[C@H](CO)N1C[C@H](C)[C@@H](CN(C)Cc2ccc(C(=O)O)cc2)Oc2ccc(NC(=O)CCCN(C)C)cc2C1=O,-1,.
Cc1ccc(S(=O)(=O)N(C)C[C@H]2Oc3c(NC(=O)Nc4ccc5c(c4)OCO5)cccc3C(=O)N([C@H](C)CO)C[C@H]2C)cc1,-2,.
COc1ccccc1N(CC(=O)Nc1ccc(I)cc1C)S(C)(=O)=O,-1,-8
O=C(CN1C(=O)c2ccc([N+](=O)[O-])cc2C1=O)Nc1ccccc1-c1ccccc1,48,4
CC1CCCC[C@H]2C(=O)C=C[C@H](O)[C@@H]2CC(=O)O1 (some centres undefined),.,7
O=c1[nH]c2cc(Cl)ccc2c(O)c1-c1cccc(Oc2ccccc2)c1,.,-1
CCCCCCCCC#CC#C/C=C/CCCC(=O)O,.,-5
Cc1nn(C(C)C(=O)NCc2ccco2)c(C)c1[N+](=O)[O-] (centres undefined),14,0
Cc1c(N(CC(=O)O)S(=O)(=O)c2ccccc2)c(=O)n(-c2ccccc2)n1C,1,2
CC(Oc1ccc(Cl)cc1Cl)C(=O)Nc1ccccc1-c1nc2ccccc2s1 (centres undefined),-8,1
O=C(O)CCNS(=O)(=O)c1cccc(Cl)c1,2,-2
COc1ccc(CN(C)C[C@@H]2Oc3ccc(NC(=O)CCN4CCOCC4)cc3C(=O)N([C@H](C)CO)C[C@@H]2C)cc1,5,.
CCOC(=O)c1ccc(CNC(=O)c2n[nH]c(=O)c3ccccc23)o1,-6,2
C[C@@H]1CN([C@H](C)CO)C(=O)c2cccc(NC(=O)Nc3ccc(C(F)(F)F)cc3)c2O[C@@H]1CN(C)C(=O)Nc1ccc2c(c1)OCO2,-15,.
C[C@H](CO)N1C[C@H](C)[C@@H](CN(C)C(=O)Nc2ccc(F)cc2)Oc2ccc(NC(=O)Cc3cn(C)c4ccccc34)cc2C1=O,-11,.

# Some of these compounds in order of length of the SMILES, rising:
SMILES,mut p53 react,STK33 kin inh
O=C(O)CCNS(=O)(=O)c1cccc(Cl)c1,2,-2
Cc1c(N(CC(=O)O)S(=O)(=O)c2ccccc2)c(=O)n(-c2ccccc2)n1C,1,2
O=C(CN1C(=O)c2ccc([N+](=O)[O-])cc2C1=O)Nc1ccccc1-c1ccccc1,48,4
C[C@@H]1CN([C@H](C)CO)C(=O)Cc2cc(NC(=O)C3CC3)ccc2O[C@@H]1CN(C)C(=O)Nc1ccccc1,4,-3
COc1ccc(CN(C)C[C@@H]2Oc3ccc(NC(=O)CCN4CCOCC4)cc3C(=O)N([C@H](C)CO)C[C@@H]2C)cc1,5,.
C[C@H](CO)N1C[C@H](C)[C@@H](CN(C)C(=O)Nc2ccc(F)cc2)Oc2ccc(NC(=O)Cc3cn(C)c4ccccc34)cc2C1=O,-11,.
C[C@@H]1CN([C@H](C)CO)C(=O)c2cccc(NC(=O)Nc3ccc(C(F)(F)F)cc3)c2O[C@@H]1CN(C)C(=O)Nc1ccc2c(c1)OCO2,-15,.

# Structural class, those above with bromine
SMILES,mut p53 react,STK33 kin inh
Cc1cc(Br)ccc1NC(=O)Cn1ccc([N+](=O)[O-])n1,1,-1
O=C(NCCCN1CCCC1=O)c1cc(-c2ccncc2)nc2ccc(Br)cc12,-14,-3

# (listing goes on)
SMILES,mut p53 react,STK33 kin inh
NC(=O)c1c(NC(=O)C(Cc2ccccc2)N2C(=O)c3ccccc3C2=O)sc2c1CCCC2 (centres undefined),-8,0
COc1cc2c(c(OC)c1OC)-c1cc3c(cc1C[C@H]1C(=O)OC[C@@H]1C2)OCO3,-46,-7
CC(C)NC(=O)N(C)C[C@@H]1OCCCC[C@@H](C)Oc2ccc(NC(=O)Nc3ccc(C(F)(F)F)cc3)cc2C(=O)N([C@H](C)CO)C[C@@H]1C,-15,-4
Cc1ccc(S(=O)(=O)N(C)C[C@@H]2OCCCC[C@@H](C)Oc3ccc(N(C)C)cc3C(=O)N([C@H](C)CO)C[C@@H]2C)cc1,.,1
COc1ccc(NC(=O)Nc2ccc3c(c2)C(=O)N([C@@H](C)CO)C[C@@H](C)[C@H](CN(C)S(=O)(=O)c2cccs2)O3)cc1,-13,.
C[C@@H]1CCCCO[C@@H](CN(C)S(=O)(=O)c2cn(C)cn2)[C@@H](C)CN([C@H](C)CO)C(=O)c2cc(NC(=O)Cc3ccccc3)ccc2O1,.,2
O=C(COc1ccc(I)cc1)NCc1ccco1,-4,8
Cc1noc(C)c1NC(=O)Nc1cccc2c1O[C@@H](CN(C)C(=O)NC1CCCCC1)[C@H](C)CN([C@@H](C)CO)C2=O,3,.
Cn1c(S(=O)(=O)CC(N)=O)nc2ccccc21,-20,-3
COc1ccc(NC(=O)Nc2cccc3c2O[C@@H](CN(C)C(=O)Nc2ccc(F)cc2)[C@H](C)CN([C@H](C)CO)C3=O)cc1,7,.
CCNC(=O)N1c2ccc(CC)cc2C(C)=CC1(C)C,-7,.
COc1ccc(NC(=O)Nc2ccc3c(c2)CC(=O)N([C@@H](C)CO)C[C@H](C)[C@@H](CN(C)Cc2ccc4c(c2)OCO4)O3)cc1,.,-1
N#CCCN(CCC#N)C(=O)C1c2ccccc2Oc2ccccc21,0,-2
Cc1cc(C2(O)CSc3nc4cc(C(F)(F)F)ccc4n32)ccc1Cl (centres undefined),11,.
C[C@H]1CN([C@@H](C)CO)C(=O)c2cc(/C=C/c3ccccc3)cnc2O[C@H]1CN(C)C(=O)Nc1ccccc1F,-1,.
C[C@H]1CN([C@@H](C)CO)C(=O)c2cc(NC(=O)C3CC3)ccc2O[C@H]1CN(C)S(=O)(=O)c1cccs1,11,0
C[C@H](CO)N1C[C@H](C)[C@H](CN(C)C(=O)NC2CCCCC2)Oc2ccc(NC(=O)Nc3ccc4c(c3)OCO4)cc2CC1=O,5,3
Cc1ccc(-n2c(SCC(N)=O)nnc2-c2ccco2)cc1,-19,3
Cc1noc(C)c1S(=O)(=O)Nc1ccc2c(c1)C(=O)N([C@H](C)CO)C[C@H](C)[C@@H](CN(C)C(=O)NC(C)C)OCCCC[C@@H](C)O2,9,.
C[C@H]1CN([C@@H](C)CO)C(=O)c2cc(NS(=O)(=O)c3ccccc3)ccc2O[C@@H]1CN(C)Cc1ccc2c(c1)OCO2,.,-1
C[C@@H]1CN([C@H](C)CO)C(=O)Cc2cc(NC(=O)Nc3ccccc3)ccc2O[C@@H]1CN(C)Cc1ccc(-c2ccccc2)cc1,.,1
C[C@H]1CN([C@@H](C)CO)C(=O)c2cc(NC(=O)CCC(F)(F)F)ccc2O[C@@H]1CN(C)Cc1ccc(Cl)c(Cl)c1,.,-1
CC(C)NC(=O)Nc1ccc2c(c1)C(=O)N([C@H](C)CO)C[C@@H](C)[C@@H](CN(C)Cc1ccccc1)OCCCC[C@@H](C)O2,-1,.
Cc1noc(C)c1S(=O)(=O)Nc1cccc2c1O[C@@H](CN(C)Cc1ccncc1)[C@@H](C)CN([C@@H](C)CO)C2=O,9,.
Cc1cc(C)c(S(=O)(=O)NCC(=O)O)c(C)c1,-9,2
CC1CCC(C(C)C)C(NC(=S)Nc2cccc(F)c2)C1 (centres undefined),.,-3
CC(C)C#Cc1ccc2c(c1)O[C@@H](CN(C)C(=O)NC(C)C)[C@H](C)CN([C@@H](C)CO)S2(=O)=O,8,.
C[C@H]1CN([C@@H](C)CO)C(=O)c2cc(NC(=O)Nc3ccccc3)ccc2O[C@@H]1CN(C)S(=O)(=O)c1ccc(F)cc1,6,.
C[C@H](CO)N1C[C@H](C)[C@H](CN(C)C(=O)Nc2ccccc2)Oc2ccc(NC(=O)CCCN(C)C)cc2C1=O,6,-1
C/C=C/c1ccc2c(c1)O[C@@H](CN(C)C(=O)COC)[C@H](C)CN([C@@H](C)CO)S2(=O)=O,3,.
C[C@H](CO)N1C[C@H](C)[C@H](CN(C)Cc2ccccc2)Oc2ccc(NC(=O)c3ccncc3)cc2C1=O,.,2
C[C@H](CO)N1C[C@H](C)[C@H](CN(C)C(=O)Nc2cccc(F)c2)OCc2cn(nn2)CCCC1=O,.,-2
C=C(C)[C@@]12O[C@@H]1[C@@]1(C)C(=CC2=O)CC[C@@H](O)[C@@H]1C,.,-3
Cc1ccc(S(=O)(=O)N(C)C[C@H]2Oc3c(NC(=O)C4CCCCC4)cccc3C(=O)N([C@H](C)CO)C[C@@H]2C)cc1,-8,.
COc1ccc(C(=O)c2ccccc2)c(Oc2nc([N+](=O)[O-])nn2C)c1,-4,-6
C[C@H]1CN([C@@H](C)CO)C(=O)c2cc(NC(=O)Nc3cccc4ccccc34)ccc2O[C@H]1CN(C)C(=O)Nc1ccccc1,1,.
CC(C)CC#Cc1ccc2c(c1)O[C@H](CN(C)C(=O)c1cccnc1)[C@@H](C)CN([C@@H](C)CO)S2(=O)=O,-8,.
CNC[C@@H]1OCCCC[C@H](C)Oc2ccc(NC(=O)C3CCCCC3)cc2C(=O)N([C@@H](C)CO)C[C@@H]1C,-4,.
Cc1ccc(NC(=O)C(Cc2ccccc2)N2C(=O)C3C4CCC(C4)C3C2=O)cc1[N+](=O)[O-] (centres undefined),-23,-5
O=C(Nc1cccc(NS(=O)(=O)c2cccc([N+](=O)[O-])c2)c1)c1cccs1,-12,-1
Nc1nn(S(=O)(=O)c2cccc3nsnc23)cc1-c1ccc(Br)cc1,-6,-2
COc1ccccc1NC(=O)CSc1nc2ccc(NC(=O)c3ccccc3OC)cc2s1,15,4
C[C@H]1CN([C@@H](C)CO)C(=O)c2cc(NC(=O)CCN3CCOCC3)ccc2O[C@@H]1CN(C)Cc1ccc(Oc2ccccc2)cc1,.,0
C[C@H]1CN([C@@H](C)CO)C(=O)Cc2cc(NC(=O)Cc3ccccc3)ccc2O[C@H]1CN(C)S(=O)(=O)c1ccc(Cl)cc1,.,3
C[C@H]1CN([C@@H](C)CO)C(=O)Cc2cc(NC(=O)Nc3ccc(F)cc3)ccc2O[C@H]1CN(C)C,.,1
C[C@H](CO)N1C[C@H](C)[C@H](CN(C)C(=O)Nc2ccccc2)Oc2ccc(NC(=O)c3ccncc3)cc2CC1=O,4,1
C[C@H](CO)N1C[C@H](C)[C@@H](CN(C)C(=O)c2ccccn2)Oc2ncc(-c3cccc(C#N)c3)cc2C1=O,13,.
Cc1nc(SCC(=O)c2cccs2)c2c3c(sc2n1)CCCC3,5,4
Cc1noc(C)c1S(=O)(=O)N(C)C[C@@H]1Oc2ccc(NC(=O)Cc3cn(C)c4ccccc34)cc2CC(=O)N([C@@H](C)CO)C[C@@H]1C,-8,.

# Assay outcomes from PubChem.
